GPR151 ag – activators of human GPR151, primary screen, cell-based, PathHunter beta-arrestin, luminescence | G-protein coupled receptor 151 (Homo sapiens), Q8TDV0 | PathHunter beta-arrestin GPR151 cells | activation, % at 11.2 µM | 650,000 compounds, 1% hits; in the data active means activation above about 4.9%;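 further: 0% = median of compound wells and 100% = cells with positive control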
Target sequence (Q8TDV0 whole entry, looked up): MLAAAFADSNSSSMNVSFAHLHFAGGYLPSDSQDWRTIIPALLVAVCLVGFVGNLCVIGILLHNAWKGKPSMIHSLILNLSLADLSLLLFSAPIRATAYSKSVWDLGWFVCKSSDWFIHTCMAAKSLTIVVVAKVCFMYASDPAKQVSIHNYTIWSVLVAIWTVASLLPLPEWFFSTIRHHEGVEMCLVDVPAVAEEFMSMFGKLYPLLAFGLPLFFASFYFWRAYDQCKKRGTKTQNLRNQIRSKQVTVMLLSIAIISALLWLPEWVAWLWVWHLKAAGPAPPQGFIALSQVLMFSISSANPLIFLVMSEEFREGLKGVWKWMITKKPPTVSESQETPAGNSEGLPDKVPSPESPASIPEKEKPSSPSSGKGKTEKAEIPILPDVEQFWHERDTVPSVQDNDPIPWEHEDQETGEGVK
TEAD-YAP inh – TEAD-YAP interaction inhibition, primary screen, TEAD-YAP interaction inhibitor project, luminescence, HEK-TIYL cells; TEAD-Gal4/YAP UAS-luciferase luminescence; inhibition, % at 9.12 µM; 640,000 compounds, 1.4% hits; in the data active means inhibition above about 32%;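 further: 0% = median of test compound wells and 100% = reference inhibitor wells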
MITF primary – MITF inhibitors, primary screen, biochemical, AlphaScreen, human | Microphthalmia-associated transcription factor (Homo sapiens), O75030 | AlphaScreen MITF homodimerization, bead proximity signal | inhibition, % at 2.6 µM | 650,000 compounds, 0.91% hits | AID 1259374, 2018; in the data active means inhibition above about 50%;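 further: 0% = vehicle wells with protein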
Target sequence (O75030 whole entry, looked up): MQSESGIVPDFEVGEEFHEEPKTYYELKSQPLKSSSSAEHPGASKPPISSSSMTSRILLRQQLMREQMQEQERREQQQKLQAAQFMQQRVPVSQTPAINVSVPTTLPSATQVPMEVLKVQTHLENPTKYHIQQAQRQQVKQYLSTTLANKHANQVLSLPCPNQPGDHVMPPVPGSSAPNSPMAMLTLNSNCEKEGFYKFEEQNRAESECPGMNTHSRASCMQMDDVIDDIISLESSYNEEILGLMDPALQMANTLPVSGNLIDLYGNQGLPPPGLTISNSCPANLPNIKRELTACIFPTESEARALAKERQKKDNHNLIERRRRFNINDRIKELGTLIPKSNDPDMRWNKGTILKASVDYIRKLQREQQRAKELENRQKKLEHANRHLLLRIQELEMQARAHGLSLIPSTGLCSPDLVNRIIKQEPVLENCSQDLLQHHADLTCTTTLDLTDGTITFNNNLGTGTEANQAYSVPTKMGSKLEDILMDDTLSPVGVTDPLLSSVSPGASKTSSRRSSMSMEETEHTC
FBW7 act – FBW7 E3 ligase activators, primary screen, biochemical, AlphaScreen, human; F-box/WD repeat-containing protein 7 (Homo sapiens), Q969H0; AlphaScreen FBW7–phospho-cyclin E peptide binding, activator screen; normalized activity (activation), % at 26.1 µM; 650,000 compounds, 0.13% hits; in the data active means normalized activity above about 1.9%;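 further: purified mutant Fbw7 with reduced substrate affinity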
* = called active by the depositor. Rows are unselected; any-hit rate near 3.4%.

SMILES	GPR151 ag	TEAD-YAP inh	MITF primary	FBW7 act
Cc1cc(CN2C(=O)NC(C)(C)C2=O)c(C)cc1CN1C(=O)NC(C)(C)C1=O	2.5	4	4	0.1
CCOc1cc(CNCCCN(CC)CC)ccc1OC	1.7	2	35	-0.1
COc1ccccc1C(=O)Nc1ccccc1C(F)(F)F	-0.1	3	-1	0.5
CCOC(=O)CN1C(=O)C(O)(CC(=O)c2ccc3c(c2)CCCC3)c2ccccc21 (centres undefined)	-0.8	3	0	0.0
O=C(CC1SC(=O)N(Cc2ccccc2)C1=O)Nc1nccs1 (centres undefined)	-1.5	0	11	0.0
c1ccc(OCCNc2nc(N3CCOCC3)nc3c2ncn3-c2ccccc2)cc1	-0.5	-8	-2	0.0
CCCCOC(=O)COc1cc2oc(=O)cc(C)c2cc1Cl	1.2	-1	-2	-0.2
Nc1cc(N)nc(SCC(=O)Nc2ccc3c(c2)CCC3)n1	-2.2	-9	19	0.4
Cc1ccccc1C(=O)Nc1ccc2oc(-c3ccc(N(C)C)cc3)nc2c1	0.5	-13	-2	-0.1
CCCCNCCOc1ccc(C)cc1	-0.9	-1	-2	0.1
NS(=O)(=O)c1ccc(CCNC(=O)CSc2nc(NC3CCCCC3)c3ccccc3n2)cc1	5.1*	2	4	0.1
CCN(CCN(C)C)Cc1c(F)cccc1Cl	0.3	11	38	0.0
Cc1ccc(C(=O)N/C(=C\c2ccc(-c3cc(Cl)ccc3Cl)o2)C(=O)NCc2ccccc2)cc1	1.7	-8	-4	0.0
COc1ccccc1OCCC(=O)O	1.3	-6	-1	-0.1
CCOc1cc2[nH]c(=O)n(CCC(=O)NC3CCCC(C)C3C)c(=O)c2cc1OCC (centres undefined)	3.1	13	16	0.2
CS(=O)(=O)c1ccc2ccn(OCC(N)=O)c2c1	-2.3	13	19	0.3
CCOC(=O)CSc1nc(O)cc(=O)[nH]1	0.4	8	-15	-0.1
CCN(C(=O)CSc1nc2ccccc2c(=O)n1Cc1ccco1)c1cccc(C)c1	0.7	14	14	0.6
CC1(C)CC(=O)c2cc(-c3ccccc3)n(-c3cccc(C(F)(F)F)c3)c2C1	-0.1	10	-10	-0.3
CCSc1nc(N)c2c3c(sc2n1)COC(C(C)C)C3 (centres undefined)	-0.2	-9	2	-0.2
CCOC(=O)C1CCCN(S(=O)(=O)c2ccc(NC(C)=O)cc2)C1 (centres undefined)	0.6	-6	-2	0.0
Cc1cnc(C)c(N2CCN(c3nc4nonc4nc3N3CCSCC3)CC2)n1	3.2	9	12	0.4
CC(=O)Cn1cnc2c(cnn2-c2ccc(C)c(C)c2)c1=O	-1.2	-74	-16	-0.2
CCOC(=O)N1CCC(NC(=O)c2cc(Sc3ccc(C)cc3)nc3ccccc23)CC1	1.0	-3	16	0.2
Cc1ccc(-c2nnc(-c3ccc(NC(=O)C(C)C)cc3)o2)cc1	0.1	-1	12	0.7
CCN(CCO)c1ccc(Nc2ncc(-c3cccc(/C=C/C(=O)O)c3)n3ccnc23)cc1	-0.3	10	-20	0.1
COc1ccc(CNC(=O)COc2ccc(Cl)c(C)c2)cc1	-0.9	-1	-5	-0.1
O=C(CCN1C(=O)C2C3C=CC(C3)C2C1=O)Nc1cc(C(F)(F)F)ccc1Cl (centres undefined)	-0.4	4	14	0.3
CCN(CC)S(=O)(=O)c1ccc(C(=O)N(CCCN2C(=O)c3cccc4cccc(c34)C2=O)c2ccc(C)cc2)cc1	0.5	-3	-1	-0.1
COc1cc(CC(=O)OCC(=O)c2ccc(Cl)s2)cc(OC)c1OC	0.9	9	7	-0.1
CS(=O)(=O)c1cccc(S(=O)(=O)N2CCCCCC2)c1	-1.2	-2	-2	-0.1
CCN1CCCC1CNC(=O)C1c2ccccc2C(=O)N(C)C1c1cn(C)c2ccccc12 (centres undefined)	-0.5	2	8	0.6
O=C(NN1C(=O)C2C3c4ccccc4C(c4ccccc43)C2C1=O)c1ccc(Cl)cc1 (centres undefined)	0.8	-2	-1	0.3
CCCCNC(=O)c1ccc2c(=O)n(C3CCCC3)c(=S)[nH]c2c1	-1.2	1	6	0.1
Cc1cccc(N=C2NC(=O)/C(=C\c3ccco3)S2)c1	-0.6	-6	18	-0.1
Cc1[nH]c2ccccc2c1CCNC(=O)c1ccccc1[N+](=O)[O-]	2.6	1	10	-0.2
NC(CCO)c1cccc(C(F)(F)F)c1 (centres undefined)	1.1	3	13	0.0
COc1cc(NC(=O)COc2ccc(Cl)cc2Cl)c2ncccc2c1	1.9	6	15	0.6
Nc1ccc(C(=O)Nc2ccccc2NC(=O)c2ccc(N)cc2N)c(N)c1	-1.0	-2	-3	0.0
Cc1c(Cl)cccc1NC(=O)C(c1ccccc1)c1ccccc1	-0.4	1	18	0.1
COC(=O)CN(C(C)=O)C(c1ccccc1)c1cc(Br)ccc1NC(=O)c1ccccc1Cl (centres undefined)	0.0	5	12	0.4
COc1cc(C(=O)NC(c2ccccc2Cl)c2cc([N+](=O)[O-])c3cccnc3c2O)cc(OC)c1OC (centres undefined)	-0.4	0	25	-0.6
COC(=O)c1ccccc1NC(=O)/C(C#N)=C/c1ccccc1OC(C)C	4.7	8	-7	0.0
COc1cccc(C(=O)Cn2c(Br)nc3c2c(=O)n(C)c(=O)n3C)c1	-1.0	6	9	0.1
Cc1ccc(-n2c(C)cc(C=C3C(=O)NC(=S)NC3=O)c2C)cc1C	0.7	2	18	0.0
Cc1ccc(C)c(NC(=O)CSc2nnc(CNC(=O)c3ccccc3C(F)(F)F)n2-c2cccc(Cl)c2)c1	0.4	0	-7	-0.1
COCCCN=Cc1c(C(F)(F)F)[nH]n(-c2nc3ccccc3s2)c1=O	-8.3	1	2	-0.4
C/C(=N\NC(=O)CN(c1ccccc1)S(C)(=O)=O)c1ccccc1O	-1.0	15	10	-0.2
Cc1cccc(NC(=O)C(NC(=O)C2CCCCC2)C(C)C)n1 (centres undefined)	1.8	8	5	0.4
C=CCOc1nc(N(C)C)nc(N(C)C)n1	-0.1	13	0	0.1
C=CCOC(=O)C1=C(C)NC(=O)NC1c1ccccc1F (centres undefined)	1.7	-13	4	-0.1
Cc1ccc(CN2CCN(Cc3ccc(O)cc3)CC2CCO)o1 (centres undefined)	-0.6	-4	-9	0.1
COCCNC(=O)[C@@H]1C[C@@H](NCc2ccccc2Cl)CN1C(C)C	-1.1	9	5	0.2
COCCN1C(=O)c2ccc(C(=O)Nc3cccc(C(=O)O)c3)cc2C1=O	-8.6	-9	1	0.0
CC1CN(CCC(=O)N2CC3CCCC2C3)Cc2cc(Cl)ccc2O1 (centres undefined)	-0.7	3	-9	-0.1
Cc1ccc(OCC(=O)NCc2ccccc2)c(C)c1	1.9	-8	-4	0.3
CCc1cccc(OCC(=O)Nc2ccc(C(=O)OC)cc2)c1	-1.5	11	29	0.7
COc1ccc(O)c(/C=N/NC(=O)C(C)Nc2cccc3ccccc23)c1 (centres undefined)	-0.7	1	5	-0.1
Cc1ccc(N2C(=O)C3CN4CCCN4C3C2=O)cc1 (centres undefined)	0.4	6	8	0.1
O=C(COc1ccc(Br)cc1)N/N=C/c1cccnc1	-0.5	3	-4	-0.2
Further entries
SMILES	GPR151 ag	TEAD-YAP inh	MITF primary	FBW7 act
COc1cccc(C2NC(=O)NC(C)=C2C(=O)Nc2ccc(OC)cc2OC)c1 (centres undefined)	1.3	-1	-1	0.1
COc1cc(OC)cc(-c2cc(N)n(S(=O)(=O)c3ccc(F)cc3)n2)c1	-0.8	14	-2	-0.2
Fc1ccc(N=Cc2cccnc2)cc1F	-0.8	-1	9	0.1
CCc1cc2c(=O)c(-c3ccc(Br)cc3)coc2cc1O	0.3	-44	2	-0.1
CC1=CC(C)=N[N+]1(C)CC(O)COc1ccccc1 (centres undefined)	0.8	0	-4	-0.1
Cc1ccc(C(=O)O/N=C/c2ccc(N(C)C)cc2)cc1	1.3	10	1	0.0
O=C(O)C1=Nc2cccc3cccc(c23)N1	0.0	2	0	0.0
O=C(Nc1ccc2nn(-c3ccc(Cl)cc3)nc2c1)c1cc2ccccc2o1	-0.1	3	12	0.1
O=C(CNC(=O)C1CCCCC1)NNC(=O)COc1ccc(Cl)cc1Br	1.1	6	16	0.3
CCOC(=O)c1ccc(CN(Cc2ccc(C)cc2)S(=O)(=O)c2ccc(F)c(C(=O)Nc3cccc(Cl)c3C)c2)cc1	-1.0	-4	12	0.2
Cn1c(Cl)nc2c1c(=O)n(Cc1ccc(Cl)cc1)c(=O)n2C	-0.1	-2	-3	0.1
COC(=O)C(NC(=O)c1ccc(OC)cc1)(Nc1ccc(Cl)cn1)C(F)(F)F (centres undefined)	0.3	7	11	0.0
COc1ccc(OCC(O)Cn2c(C)nc3ccccc32)cc1 (centres undefined)	2.0	44*	3	-0.4
CC(C)CNc1ccc(-c2cccc(C=O)c2)cn1	-0.7	2	15	-0.3
O=[N+]([O-])c1ccc(Cl)c(-c2ncnn2-c2cccc(Cl)c2)c1	0.3	4	9	-0.1
O=C(CNC(=O)c1ccco1)N/N=C/C(Br)=C/c1ccccc1	0.2	-7	-1	-0.1
CCc1cc2c(=O)n(-c3ccccc3)c(SCC(N)=O)nc2s1	-0.4	-1	4	-0.2
COc1ccccc1C(=O)Nc1cc(-c2nc3ccccc3o2)ccc1Cl	-0.5	-12	10	0.2
CCc1cc(=O)oc2cc(C)cc(OCC(=O)N(C)C)c12	-1.1	23	2	0.0
CCc1cccc(CC)c1N(COC)C(=O)CSc1nc2ccccc2[nH]1	1.5	-1	1	-0.1
CC1(C)Oc2ccc(C(=O)N/N=C/c3ccc(O)cc3)cc2NC1=O	2.9	5	18	0.1
COc1ccc(C(=O)COC(=O)c2cccnc2SC)cc1	-3.0	5	-10	-0.2
CCOC(=O)C1CCCN(Cc2nc3ccsc3c(=O)[nH]2)C1 (centres undefined)	-2.0	8	2	-0.1
CS(=O)(=O)N(CC(=O)Nc1cccnc1)c1ccc(Cl)cc1	-0.9	-6	12	0.1
Cc1cc(F)ccc1NC(=O)C1CCCO1 (centres undefined)	-0.4	-8	7	0.1
N#Cc1cc(NC2CCCC2)c([N+](=O)[O-])cc1C#N	-0.6	-19	11	-0.2
O=S(=O)(c1ccccc1)N1CCN(C2CCCCCC2)CC1	1.1	-4	59*	0.1
C=Cc1ccc(Cn2c(C)c(CNCc3cccs3)c(C(=O)O)c2C)cc1	-1.0	-1	13	-0.2
c1cncc(CNc2nc(Nc3ccc(-n4ccnc4)cc3)nc3c2ncn3-c2ccsc2)c1	-0.2	55*	6	0.1
COc1ccc(CN2CCc3c([nH]c4ccccc34)C2)c(OC)c1	-0.3	8	40	-0.3

Given with two lines to a compound: part of the list above.
Values run as follows: GPR151 ag | TEAD-YAP inh | MITF primary | FBW7 act
- O=[N+]([O-])c1ccc(Cl)c(-c2ncnn2-c2cccc(Cl)c2)c1
→ 0.3 | 4 | 9 | -0.1
- O=C(CNC(=O)c1ccco1)N/N=C/C(Br)=C/c1ccccc1
→ 0.2 | -7 | -1 | -0.1
- CCc1cc2c(=O)n(-c3ccccc3)c(SCC(N)=O)nc2s1
→ -0.4 | -1 | 4 | -0.2
- COc1ccccc1C(=O)Nc1cc(-c2nc3ccccc3o2)ccc1Cl
→ -0.5 | -12 | 10 | 0.2
- CCc1cc(=O)oc2cc(C)cc(OCC(=O)N(C)C)c12
→ -1.1 | 23 | 2 | 0.0
- CCc1cccc(CC)c1N(COC)C(=O)CSc1nc2ccccc2[nH]1
→ 1.5 | -1 | 1 | -0.1
- CC1(C)Oc2ccc(C(=O)N/N=C/c3ccc(O)cc3)cc2NC1=O
→ 2.9 | 5 | 18 | 0.1
- COc1ccc(C(=O)COC(=O)c2cccnc2SC)cc1
→ -3.0 | 5 | -10 | -0.2
- CCOC(=O)C1CCCN(Cc2nc3ccsc3c(=O)[nH]2)C1 (centres undefined)
→ -2.0 | 8 | 2 | -0.1
- CS(=O)(=O)N(CC(=O)Nc1cccnc1)c1ccc(Cl)cc1
→ -0.9 | -6 | 12 | 0.1
- Cc1cc(F)ccc1NC(=O)C1CCCO1 (centres undefined)
→ -0.4 | -8 | 7 | 0.1
- N#Cc1cc(NC2CCCC2)c([N+](=O)[O-])cc1C#N
→ -0.6 | -19 | 11 | -0.2
- O=S(=O)(c1ccccc1)N1CCN(C2CCCCCC2)CC1
→ 1.1 | -4 | 59* | 0.1

Next section
SMILES	GPR151 ag	TEAD-YAP inh	MITF primary	FBW7 act
Cn1c(Nc2cc(C(=O)NCCCN3CCCC3=O)ccn2)nc2ccccc21	-1.5	4	15	0.1
COc1cc(NS(=O)(=O)c2ccc(F)c(F)c2F)c(OC)cc1Cl	1.7	3	-3	-0.1
O=C1/C(=C/c2cc([N+](=O)[O-])cc(Br)c2O)SC(=Nc2ccccc2)N1c1ccccc1	-0.5	-4	-5	-0.2
O=C(Cn1[nH]c(=O)c2ccccc2c1=O)Nc1ccc(Br)cc1F	-0.6	1	18	0.5
Cc1nccn1-c1ccc(NC(=O)C2CCCN(Cc3nc4ccc(F)cc4[nH]3)C2)cc1 (centres undefined)	-0.2	-3	12	0.0
CCn1c(SCC(=O)Nc2ccccc2OC)nnc1C1CC1	0.7	1	-1	-0.1
COC(=O)c1sc(NC(=O)c2sc3ccccc3c2Cl)nc1C	1.8	-59	28	0.1
COc1ccc(N2CCSC2c2ccco2)cc1 (centres undefined)	0.2	1	6	-0.2
CC1CCCC(NC(=O)Cn2c(=O)c3cccn3c3cccnc32)C1C (centres undefined)	0.7	5	-6	-0.2
CC(C)(C)c1ccc(C(=O)Nc2nnc(-c3ccc(Cl)c(Cl)c3)s2)cc1	-1.9	1	15	0.5

Source: PubChem BioAssay (The Scripps Research Institute Molecular Screening Center)
